From PubChem
NRP1-CendR mod: modulators of CendR peptide binding to NRP-1, primary screen, biochemical, fluorescence polarization, uHTS | FAM-RPARPAR peptide binding to NRP-1 | inhibition, % at 25 µM | Neuropilin-1 (Homo sapiens), O14786 | 360,000 compounds, 0.85% hits | AID 602438, 2012;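 active means inhibition or corrected inhibition above about 18%, plus a signal ratio from 0.5 to 1.5, limit read from the data, passing the limit was not always enough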; further: strong numbers were not always called active
bovine MsrA act: bovine MsrA enzyme activators, primary screen, biochemical, absorbance, HTS. activation, % at 10.6 µM. AID 602163, 2012. purified bovine MsrA, absorbance read-out. 360,000 compounds, 0.3% hits; in the data active means activation above about 7.5%;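 further: 0% = vehicle and 100% = reference activator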
MT1-MMP act inh: blockers of MT1-MMP proenzyme processing, primary screen, HT1080 RFP-PRO-GFP cells, GFP/RFP fluorescence; GFP/RFP ratio fluorescence, overnight; percent of plate control window, DMSO zero; GFP/RFP ratio change, % at 20 µM; 360,000 compounds, 0.061% hits; AID 651647, 2012;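 active means GFP/RFP ratio change of at least 30% with cell ATP level not reduced by more than half and red fluorescence within 50% of control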; further: strong numbers were not always called active
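Assay system: HT1080 cells carrying an RFP-PRO-GFP reporter | Dosing: Single dose of 20 µM compound, 1% DMSO final | Incubation: Cells overnight before dosing, compound overnight, 37 °C, 5% CO2 | Evaluation: GFP/RFP fluorescence ratio | Control set: DMSO and RFP-L50D-GFP cell wells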
MLLE-PAM2 inh: inhibitors of PABP1 MLLE–PAM2 peptide binding, primary screen, biochemical, fluorescence polarization, FITC-PAM2, GST-MLLE; Polyadenylate-binding protein 1 (Homo sapiens), P11940; AID 588489, 2011; inhibition, % at 20 µM; 360,000 compounds, 0.36% hits; in the data active means inhibition above about 35%, passing the limit was not always enough;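 further: plate controls were DMSO wells with GST-MLLE for no effect and wells lacking GST-MLLE protein for full effect; some results filed as inactive read as strong as hits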
Neddylation inh: inhibitors of cullin neddylation, primary screen, biochemical, TR-FRET, uHTS, NAE and Ubc12; 360,000 compounds, 0.58% hits; calls only at 25 µM; AID 651699, 2012; in the data active means inhibition above about 36%
Rin1 Abl inh: inhibitors of Rin1-Abl protein binding, primary screen, biochemical, TR-FRET. Tyrosine-protein kinase ABL1 (Homo sapiens) + Ras and Rab interactor 1 (Homo sapiens), …. inhibition, % at 7.35 µM. 360,000 compounds, 0.4% hits; in the data active means inhibition above about 5%, passing the limit was not always enough
SKN-1 block: suppressors of acrylamide-induced Pgst-4::GFP reporter in worms, primary screen, SKN-1 inhibitor project, whole organism, uHTS, GFP/RFP fluorescence ratio, strain VP596; C. elegans VP596 Pgst-4::GFP/RFP ratio, 24 h; inhibition, % at 21.8 µM; 360,000 compounds, 0.49% hits; AID 624304, 2012;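 active means interference check ratio from 0.5 to 1.5 plus GFP to RFP signal ratio inhibition reaching or exceeding a fixed threshold, cut at about 30% in these data, passing the limit was not always enough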; further: some compounds called inactive have numbers as strong as hits
FAS TE block: FAS thioesterase domain inhibitors, primary screen, biochemical, fluorescence intensity, uHTS | recombinant FAS-TE, OMFH fluorogenic substrate, fluorescence endpoint | AID 602261, 2012 | Fatty acid synthase (Homo sapiens), P49327 | 360,000 compounds, 0.67% hits | inhibition, % at 15 µM;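 active means compounds whose normalised, plate-corrected inhibition of enzyme fluorescence in the single-dose primary screen is 50% or more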;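 further: 0% = DMSO with enzyme and 100% = substrate without enzyme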
Target sequence (P49327 whole entry, looked up, the tested form may be a part): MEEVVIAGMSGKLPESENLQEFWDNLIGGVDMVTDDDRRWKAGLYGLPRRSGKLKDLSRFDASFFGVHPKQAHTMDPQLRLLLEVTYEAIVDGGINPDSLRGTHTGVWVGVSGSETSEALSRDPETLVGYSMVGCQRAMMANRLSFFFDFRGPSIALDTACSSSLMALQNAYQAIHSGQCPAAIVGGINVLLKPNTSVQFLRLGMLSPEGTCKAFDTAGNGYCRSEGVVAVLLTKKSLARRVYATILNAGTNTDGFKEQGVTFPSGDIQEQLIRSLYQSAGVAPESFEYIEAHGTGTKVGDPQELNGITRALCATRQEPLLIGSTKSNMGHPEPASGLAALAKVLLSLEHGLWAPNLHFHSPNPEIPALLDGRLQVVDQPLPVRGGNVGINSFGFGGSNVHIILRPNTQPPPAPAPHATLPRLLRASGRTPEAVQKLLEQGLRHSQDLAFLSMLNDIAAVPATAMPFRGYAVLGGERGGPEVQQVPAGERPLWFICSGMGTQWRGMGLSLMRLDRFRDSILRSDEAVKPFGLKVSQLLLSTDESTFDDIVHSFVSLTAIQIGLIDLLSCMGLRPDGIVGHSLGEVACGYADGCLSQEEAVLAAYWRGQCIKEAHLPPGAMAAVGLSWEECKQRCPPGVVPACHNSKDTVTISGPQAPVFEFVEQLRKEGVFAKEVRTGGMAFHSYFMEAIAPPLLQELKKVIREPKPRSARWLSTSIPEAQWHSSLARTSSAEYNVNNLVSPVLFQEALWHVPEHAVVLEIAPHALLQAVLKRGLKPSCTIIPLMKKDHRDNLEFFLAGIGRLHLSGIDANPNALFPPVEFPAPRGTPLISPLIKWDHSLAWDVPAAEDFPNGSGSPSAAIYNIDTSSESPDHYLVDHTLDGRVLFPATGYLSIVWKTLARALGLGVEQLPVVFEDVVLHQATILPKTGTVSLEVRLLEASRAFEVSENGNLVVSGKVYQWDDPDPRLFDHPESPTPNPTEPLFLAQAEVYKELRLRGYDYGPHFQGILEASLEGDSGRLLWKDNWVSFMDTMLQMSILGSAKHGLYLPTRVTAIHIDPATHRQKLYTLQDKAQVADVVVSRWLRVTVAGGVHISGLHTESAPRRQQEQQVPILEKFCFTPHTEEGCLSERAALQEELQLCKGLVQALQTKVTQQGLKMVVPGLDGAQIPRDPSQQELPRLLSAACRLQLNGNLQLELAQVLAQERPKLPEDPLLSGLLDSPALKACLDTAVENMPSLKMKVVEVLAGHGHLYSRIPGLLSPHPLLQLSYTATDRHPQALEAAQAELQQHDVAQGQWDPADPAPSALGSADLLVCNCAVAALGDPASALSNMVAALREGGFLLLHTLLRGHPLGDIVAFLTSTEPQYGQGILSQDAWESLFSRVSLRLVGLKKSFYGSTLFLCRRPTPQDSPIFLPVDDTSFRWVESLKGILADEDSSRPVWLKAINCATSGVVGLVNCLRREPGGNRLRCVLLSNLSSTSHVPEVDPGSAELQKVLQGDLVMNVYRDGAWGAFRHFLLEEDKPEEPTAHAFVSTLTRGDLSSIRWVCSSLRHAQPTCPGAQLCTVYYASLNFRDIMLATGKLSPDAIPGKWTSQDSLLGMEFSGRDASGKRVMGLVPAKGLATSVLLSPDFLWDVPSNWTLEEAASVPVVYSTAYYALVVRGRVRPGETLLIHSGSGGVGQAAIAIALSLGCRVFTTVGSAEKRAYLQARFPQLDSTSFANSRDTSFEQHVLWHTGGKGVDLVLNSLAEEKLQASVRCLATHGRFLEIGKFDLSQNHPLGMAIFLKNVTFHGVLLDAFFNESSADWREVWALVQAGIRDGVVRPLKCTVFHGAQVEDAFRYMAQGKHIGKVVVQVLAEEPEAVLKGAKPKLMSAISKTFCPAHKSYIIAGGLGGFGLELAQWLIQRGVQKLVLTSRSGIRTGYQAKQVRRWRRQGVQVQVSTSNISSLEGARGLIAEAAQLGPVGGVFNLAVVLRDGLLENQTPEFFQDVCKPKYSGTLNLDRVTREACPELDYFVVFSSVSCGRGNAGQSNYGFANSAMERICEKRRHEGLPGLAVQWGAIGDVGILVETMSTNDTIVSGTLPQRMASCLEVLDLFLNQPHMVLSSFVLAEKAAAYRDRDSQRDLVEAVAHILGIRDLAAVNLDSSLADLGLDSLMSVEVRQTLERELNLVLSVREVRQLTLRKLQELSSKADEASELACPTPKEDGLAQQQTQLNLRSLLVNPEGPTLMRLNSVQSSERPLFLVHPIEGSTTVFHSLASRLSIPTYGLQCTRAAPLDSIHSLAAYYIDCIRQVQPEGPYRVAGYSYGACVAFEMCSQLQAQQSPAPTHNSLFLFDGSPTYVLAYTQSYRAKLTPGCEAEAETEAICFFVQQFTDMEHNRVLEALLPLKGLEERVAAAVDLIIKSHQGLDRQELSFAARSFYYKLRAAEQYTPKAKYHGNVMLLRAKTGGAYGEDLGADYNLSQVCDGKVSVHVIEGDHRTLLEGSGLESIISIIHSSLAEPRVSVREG
eLon inh: inhibitors of E. coli Lon protease, primary screen, biochemical, fluorescence polarization. P0A9M0. purified E. coli Lon protease. inhibition, % at 7.94 µM. 360,000 compounds, 0.42% hits. AID 602123, 2011; in the data active means inhibition above about 13%, passing the limit was not always enough;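 further: 0% = enzyme with probe and DMSO and 100% = no enzyme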
* = called active by the depositor; i = inactive; . = not tested or not shown.

Results follow in this order: NRP1-CendR mod	bovine MsrA act	MT1-MMP act inh	MLLE-PAM2 inh	Neddylation inh	Rin1 Abl inh	SKN-1 block	FAS TE block	eLon inh
CC1(C)CC(NCc2cccc([N+](=O)[O-])c2)CC(C)(C)N1
    -11.1	-2.1	-8.8	-2.1	i	-2.1	-21.7	0.3	-1.9
C=CCNc1ncnc2c1ncn2[C@H]1CN(Cc2ccccc2)C[C@@H](CO)O1
    4.8	0.4	1.6	-1.1	i	-0.2	5.4	-7.7	-3.5
COC(=O)c1sccc1NC(=S)N1CC(C)CC(C)C1 (configuration not stated)
    -3.0	-3.3	-1.1	-10.8	i	-1.7	-0.2	13.2	-13.5
CC1CCc2c(nc3ncnn3c2NCCN(C)C)C1 (configuration not stated)
    -1.6	-0.4	-5.1	1.1	i	0.5	-6.6	0.3	-8.5
CCOC(=O)c1cnc[nH]c1=O
    3.9	-13.0	-2.0	8.2	i	5.7	-1.3	-4.1	-8.0
O=C(Oc1cccnc1)c1cc2ccccc2oc1=O
    11.5	-3.3	14.2	31.7	i	1.9	-24.9	-3.9	-1.8
O=C(O)c1cc(-c2cc3ccccc3o2)nn1-c1ccccc1
    -13.6	-1.7	-1.2	-3.0	i	4.8	1.6	1.4	0.9
CC(=O)Nc1ccc(C(=O)CSc2nccc(=O)[nH]2)cc1
    2.5	-5.0	-0.4	11.1	i	1.4	6.3	-6.2	-8.1
Cc1cccc(NC(=O)c2cc(-c3cc(C)cc(C)c3O)n[nH]2)c1
    6.1	-1.4	7.0	1.6	i	1.2	-4.8	10.4	0.1
O=C(NCCN1C(=O)S/C(=C/c2cccnc2)C1=O)c1cccs1
    2.7	-1.1	-0.2	14.1	i	0.9	-3.0	1.9	9.9
NC(=O)CN1C(=O)C(O)(CC(=O)/C=C\C=C\c2ccccc2)c2ccccc21 (configuration not stated)
    -3.2	-4.1	1.9	1.7	i	-4.7	-9.3	-12.9	-7.3
CCOc1ccccc1CNC(=O)C1CCCN(c2nn3c(=O)cc(C)nc3s2)C1 (configuration not stated)
    0.6	-1.5	-0.9	-3.9	i	-0.5	4.3	-3.5	-15.3
O=c1[nH]cnc2c1C(c1ccccc1[N+](=O)[O-])c1c(nc[nH]c1=O)O2
    -2.2	-1.9	-4.9	3.3	i	1.9	-8.6	-7.1	10.1
CCC(Oc1ccccc1C)C(=O)Nc1ccc(S(=O)(=O)Nc2cc(C)on2)cc1 (configuration not stated)
    4.4	0.1	4.6	-15.2	i	0.7	-11.2	0.9	-5.3
O=C1c2ccccc2-c2nnc(-c3ccccc3)cc21
    10.7	9.4*	3.1	10.6	i	-6.7	8.9	1.6	10.1
Cc1cc(C)c(NC(=O)COC(=O)CSc2ccc(Br)cc2C)c(C)c1
    -5.5	0.1	2.3	5.2	i	0.8	1.2	0.8	-4.9
O=C1c2ccccc2NC2CCCCC12 (configuration not stated)
    -10.1	-3.1	1.7	-2.8	i	-4.5	18.8	-8.4	-4.6
COc1ccc(-c2nnc(SCC(=O)N(C)C3CCS(=O)(=O)C3)n2N)cc1OC (configuration not stated)
    9.9	-0.2	1.6	-19.8	i	1.7	-5.2	-4.0	5.4
NC(=O)COc1ccc(-c2noc(COc3ccccc3[N+](=O)[O-])n2)cc1
    -9.1	-3.1	0.1	-0.8	i	3.7	-2.3	-1.6	-6.1
O=C(NCCC1=CCCCC1)c1ccc(Br)o1
    4.4	1.7	1.7	-5.0	i	0.9	5.4	0.1	7.1
C/C(=N\NC(=O)CSc1nc2ccccc2o1)c1ccc(O)cc1
    -7.1	-1.8	0.8	-10.2	i	-1.9	9.8	-0.7	4.2
COCOCCn1cc(CN2CCS(=O)(=O)N(Cc3ccc(-c4ccncc4)cc3)C(C(C)C)C2=O)nn1 (configuration not stated)
    -13.9	-3.5	6.5	1.1	i	-2.6	-0.7	-4.8	-6.7
CC1=CC(c2ccc(Cl)cc2)n2nc(NC(=O)CCC(=O)O)nc2N1 (configuration not stated)
    9.1	-4.6	1.6	3.7	.	-2.4	0.7	-1.4	-5.8
O=C(COc1nncc2ccccc12)Nc1c(F)c(F)c(F)c(F)c1F
    -1.6	-3.0	1.1	8.7	i	-1.6	0.4	3.8	-5.2
O=C(NN=Cc1ccc2c(c1)OCO2)C1CC1
    8.4	-3.5	0.7	8.6	i	-2.2	10.5	-3.3	-0.1
Cc1nn(C)c(Oc2ccccc2)c1CCNS(=O)(=O)c1ccc(F)cc1
    4.5	-1.7	0.9	-2.3	i	1.3	-8.4	0.8	-3.7
COc1ccc(Cl)cc1Nc1nc(-c2sc(NC(=O)C(C)(C)C)nc2C)cs1
    -21.1	-0.3	10.6	-1.0	i	0.2	12.2	44.1	-2.9
CC(=O)[C@@]1(O)CCC2C3C=CC4=CC(=O)CC[C@]4(C)C3CC[C@@]21C (some centres not stated)
    8.3	-1.1	3.6	2.3	i	3.1	12.0	-4.0	-3.5
O=C(CSc1nnc(C2CC2)n1C1CC1)c1cccs1
    -0.8	0.8	-5.0	-0.5	i	-1.7	-2.2	-9.1	-0.8
Cc1ccc(S(=O)(=O)Nc2ccc3nc(C)sc3c2)c(C)c1
    -10.3	0.1	-11.6	-8.9	i	0.7	-3.2	5.1	-24.2
CCCSCCCNC(=O)CN1C(=O)COc2ccc(S(=O)(=O)N3CCCC3)cc21
    6.6	-3.8	1.9	11.6	i	1.3	21.2	15.2	-0.9
CCC(Oc1ccccc1F)C(=O)Nc1ccc2c(c1)n(C)c(=O)n2C (configuration not stated)
    1.3	-3.5	3.9	1.3	i	1.6	-9.6	-2.0	-4.3
O=C(Nc1c(-c2ccc3c(c2)OCO3)[nH][nH]c1=O)c1cccc(C(F)(F)F)c1
    3.5	-0.1	-4.1	-8.5	i	3.2	-5.1	-5.9	6.0
COc1ccc(CNC(=O)C2CCCN(S(=O)(=O)c3ccc(F)cc3)C2)cc1 (configuration not stated)
    9.0	1.4	-0.2	5.5	i	-0.6	5.3	-1.9	5.8
COc1ccccc1/C=N/N1C(=O)c2cccc3cccc(c23)C1=O
    2.2	-2.0	-4.2	-2.9	i	-11.7	29.8	1.2	-3.2
COc1ccc(C2c3ccc(O)cc3Oc3ncn(CCCO)c(=N)c32)cc1 (configuration not stated)
    -13.7	-5.8	-5.1	-16.9	i	0.0	-6.4	-7.9	-4.5
C[C@H](CO)N1C[C@H](C)[C@@H](CN(C)C(=O)Nc2ccccc2)Oc2ccc(NC(=O)Nc3ccc4c(c3)OCO4)cc2C1=O
    -7.2	-1.0	0.8	11.8	i	2.8	-7.0	-4.7	-12.4
COc1ccc(Br)cc1C1CC(=O)N2CN(Cc3ccccc3)CSC2=C1C#N (configuration not stated)
    -6.6	-2.8	6.1	-11.3	i	-4.2	6.8	-0.2	-6.4
COc1ccc(CCNC(=O)CSc2nc3[nH]c(=O)cc(O)c3s2)cc1
    -21.3	-9.4	-4.8	26.5	i	-0.8	2.6	-2.9	-7.5
COc1ccccc1C1/C(=C(/O)c2ccc(Cl)cc2)C(=O)C(=O)N1CCN1CCOCC1 (configuration not stated)
    11.0	-10.8	4.5	7.8	i	2.8	29.4	-3.0	-4.7
Cc1cc(=O)oc(C)c1C(=O)Nc1cccc2ccccc12
    -0.4	-2.2	2.4	-2.5	i	-4.3	6.7	-8.4	-0.9
CCN(C(=O)COC(=O)CCCN1C(=O)c2cccc3cccc(c23)C1=O)C1CCS(=O)(=O)C1 (configuration not stated)
    -3.4	-7.0	0.5	-6.5	i	-4.5	7.9	-6.0	-5.0
O=C(CSc1ncnc2[nH]ncc12)Nc1cccc(Oc2ccccc2)c1
    6.8	-15.3	5.2	11.2	i	4.3	-22.9	-30.0	-3.1
COc1ccc(CN2CCn3nc(C(=O)NC(C)C)cc3C2=O)cc1
    4.6	-6.8	1.8	15.9	i	-1.1	-1.4	-6.4	0.2
COC(=O)c1[nH]c2cc(C)ccc2c1NC(=O)CN1CCc2cc(OC)c(OC)cc2C1
    10.0	-7.6	-2.4	-5.1	i	-2.7	0.4	2.3	-3.9
CCN1C[C@@H]2[C@@H]3C(=O)N(Cc4ccccc4)C(=O)[C@@H]3[C@](Cc3ccccc3)(C(=O)OC)N2C1=NC
    3.0	2.1	0.8	5.7	i	1.6	2.1	-9.9	4.9
C[C@@H](NC(=O)c1nc[nH]c1C(=O)N[C@H](C)c1ccccc1)c1ccccc1
    3.2	0.5	1.4	-15.5	i	-0.8	3.1	11.3	8.1
COc1ccc(CCNC(=O)COC(=O)c2cnc(C)cn2)cc1
    7.0	1.4	-0.6	-17.0	i	-2.3	-1.4	-7.2	-5.3
COC(=O)c1ccc(NC(=O)CN2CCN(c3ccc(Cl)cc3)CC2)cc1
    -2.9	-2.9	2.3	10.3	i	-1.9	16.9	16.6	1.8
Brc1ccc2nc3c(n2c1)CCCC3
    7.2	0.7	-5.4	-5.7	i	-8.9	10.8	3.1	-0.5

Following part
Results follow in this order: NRP1-CendR mod	bovine MsrA act	MT1-MMP act inh	MLLE-PAM2 inh	Neddylation inh	Rin1 Abl inh	SKN-1 block	FAS TE block	eLon inh
CCc1ccccc1N1C[C@@]23C=C[C@@H](O2)C(C(=O)OCC(C)C)[C@H]3C1=O (some centres not stated)
    -4.9	-1.0	2.7	8.0	i	1.6	-6.0	-5.4	-5.1
O=C(NC1CC1)C1=C[C@@H](c2ccc3c(c2)OCO3)C[C@@H](OCc2ccc(CO)cc2)O1
    8.1	-2.2	-1.6	-9.7	i	2.2	1.3	-13.0	1.4
COc1ccc(C(CC(=O)O)NC(=O)COc2ccccc2)cc1 (configuration not stated)
    -1.2	-3.7	-0.3	7.2	i	1.8	10.5	-13.4	-13.6
CCN1CCN(S(=O)(=O)c2ccc(Oc3ccccc3OC)cc2)CC1
    6.9	-4.1	-3.3	3.2	i	2.6	2.0	2.8	-8.0
CC(C)Sc1nnc(SCC(=O)N(C)C2CCS(=O)(=O)C2)s1 (configuration not stated)
    -11.0	-1.7	1.3	-4.8	i	2.7	-6.0	-1.6	-4.5
COc1ccccc1CNC(=O)COc1cccc(-n2cnnn2)c1
    2.4	-2.1	-5.8	-24.4	i	3.2	15.7	2.2	-9.3
O=C(CSc1nc2ccccc2c(=O)n1CC1CCCO1)NCc1ccc2c(c1)OCO2 (configuration not stated)
    -1.4	-8.7	-4.9	1.1	i	2.0	-14.7	-5.5	1.8

Part of the list above in another layout.
> O=C(NC1CC1)C1=C[C@@H](c2ccc3c(c2)OCO3)C[C@@H](OCc2ccc(CO)cc2)O1
  NRP1-CendR mod = 8.1	bovine MsrA act = -2.2	MT1-MMP act inh = -1.6	MLLE-PAM2 inh = -9.7	Neddylation inh = i	Rin1 Abl inh = 2.2	SKN-1 block = 1.3	FAS TE block = -13.0	eLon inh = 1.4

> COc1ccc(C(CC(=O)O)NC(=O)COc2ccccc2)cc1 (configuration not stated)
  NRP1-CendR mod = -1.2	bovine MsrA act = -3.7	MT1-MMP act inh = -0.3	MLLE-PAM2 inh = 7.2	Neddylation inh = i	Rin1 Abl inh = 1.8	SKN-1 block = 10.5	FAS TE block = -13.4	eLon inh = -13.6

> CCN1CCN(S(=O)(=O)c2ccc(Oc3ccccc3OC)cc2)CC1
  NRP1-CendR mod = 6.9	bovine MsrA act = -4.1	MT1-MMP act inh = -3.3	MLLE-PAM2 inh = 3.2	Neddylation inh = i	Rin1 Abl inh = 2.6	SKN-1 block = 2.0	FAS TE block = 2.8	eLon inh = -8.0
